High-throughput results from PubChem BioAssay.
NR2E3 ag-1: NR2E3 (human) agonism; GST-NR2E3/biotin-RetCOR TR-FRET, 1536-well; inhibition of corepressor binding, % at 4.78 µM; 320,000 compounds, 0.12% hits; AID 2300;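 active = percent inhibition above the cutoff of mean plus 3 SD of all tested compounds, set per screening campaign, cut at about 20% in these data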;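 also: 0% = DMSO wells and 100% = biotin wells as full block of FRET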
Target sequence (Q9Y5X4 whole entry, looked up): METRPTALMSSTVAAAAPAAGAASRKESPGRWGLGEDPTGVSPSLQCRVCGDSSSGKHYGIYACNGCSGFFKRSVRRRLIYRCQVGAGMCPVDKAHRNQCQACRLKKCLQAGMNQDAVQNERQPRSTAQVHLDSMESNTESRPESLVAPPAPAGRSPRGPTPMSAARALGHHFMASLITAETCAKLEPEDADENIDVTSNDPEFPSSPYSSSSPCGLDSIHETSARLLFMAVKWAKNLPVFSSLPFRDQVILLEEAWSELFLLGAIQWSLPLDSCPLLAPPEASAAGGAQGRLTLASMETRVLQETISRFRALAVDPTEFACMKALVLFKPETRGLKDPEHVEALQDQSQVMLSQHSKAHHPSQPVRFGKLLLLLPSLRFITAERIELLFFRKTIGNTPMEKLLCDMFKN
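Test system – NR2E3–RetCOR corepressor complex · Quantity – NR2E3 fusion 1.35 nM · Buffer or medium – Tris pH 7.5 · Incubation – Compound–protein incubation for 5 h at 4 °C · Technique – TR-FRET, Eu(K)-anti-GST donor, streptavidin-D2 acceptor, ex 340, em 617/671 nm · Evaluation – percent inhibition of 671/617 nm emission ratio versus biotin and DMSO controls · Plate – 1536-well format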
TRPM1 prom inh: reduces MITF-dependent TRPM1 promoter luciferase signal | SK-MEL-5 TRPM1 promoter luciferase, 24 h | 330,000 compounds, 0.83% hits | inhibition, % at 12.5 µM;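 active = mean inhibition across replicates of 60% or more, whatever share of single replicates reaches that level; inconclusive = some that reach 60%, reason not given; inactive = mean inhibition across replicates below 60%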; also: values of inactives mirror those of a sister screen read the other way
CF NFkB block: cystic fibrosis NF-kB activation inhibition | AID 588850 | KKLEB NF-kB-GFP reporter, PAF-induced, GFP fluorescence overnight | inhibition, % at 5 µM | 360,000 compounds, 0.86% hits;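 active = at least 50% inhibition at 5 µM, scaled per plate between neutral and stimulator controls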;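 also: PAF is a Pseudomonas aeruginosa culture filtrate used as stimulus; plate controls were PAF-stimulated DMSO wells for no effect and unstimulated DMSO wells for full effect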
PDI turbidity: blocks human protein disulfide isomerase activity; PDI insulin aggregation turbidity, A650, 90 min; inhibition, % at 10 µM; 350,000 compounds, 0.052% hits; AID 588391;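 active = mean inhibition across replicates of 30% or more, whatever share of single replicates reach that level; inconclusive = mean inhibition below 30% while every single replicate reaches 30%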;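 also: absorbance from insulin aggregation driven by PDI reduction with DTT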
Target sequence (P07237 whole entry, looked up): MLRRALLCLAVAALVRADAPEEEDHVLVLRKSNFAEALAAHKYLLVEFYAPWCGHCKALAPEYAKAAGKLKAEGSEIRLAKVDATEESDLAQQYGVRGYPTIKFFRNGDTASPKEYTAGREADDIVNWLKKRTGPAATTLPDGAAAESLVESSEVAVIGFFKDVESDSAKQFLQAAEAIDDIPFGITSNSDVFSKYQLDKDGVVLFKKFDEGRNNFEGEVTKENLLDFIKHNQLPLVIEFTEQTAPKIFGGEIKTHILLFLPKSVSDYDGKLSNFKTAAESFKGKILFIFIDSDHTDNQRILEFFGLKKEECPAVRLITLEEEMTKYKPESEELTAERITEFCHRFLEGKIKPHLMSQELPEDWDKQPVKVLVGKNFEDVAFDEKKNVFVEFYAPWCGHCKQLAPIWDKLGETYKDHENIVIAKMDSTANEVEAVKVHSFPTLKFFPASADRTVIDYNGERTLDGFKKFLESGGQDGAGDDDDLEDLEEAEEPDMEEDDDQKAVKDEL
Shn3 inh set2: Schnurri-3 reporter inhibition in Clone20 osteoblasts; Clone20 osteoblast Shn3 3'UTR firefly luciferase, 24 h; inhibition, % at 12.5 µM; 360,000 compounds, 0.52% hits; AID 588674;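 active = mean inhibition of at least 75% with every replicate also reaching 75%; inconclusive = mean inhibition at least 75% but some replicate below; inactive = mean inhibition below 75%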;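 also: 0% = median of neutral control wells and 100% = pilot-screen positive control compound; some compounds past the cut are filed as inactive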
CaV13 ICDI inh: Disruptors of the CACNA1D IQ motif to Ca2+-dependent inactivation inhibitor domain association, primary screening, Förster resonance energy transfer in intact living …; inhibition, % at 12.3 µM; HEK cells, CFP/YFP FRET ICDI-IQ, plate reader, 10 min; percent FRET-ratio fall versus neutral wells; 340,000 compounds, 0.098% hits;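 active = mean replicate inhibition of at least 30% and at least 1% of replicates passing that level; inconclusive = only one of the two criteria is met; inactive = neither criterion is met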;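 also: 0% = median of the neutral control wells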
Vif imaging: inhibitors of HIV Vif. 340,000 compounds, 0.35% hits. HEK293T cells, Vif self-association by quenched fluorescence, imaging, 24 h. inhibition, % at 7.49 µM. AID 602346; in the data active = inhibition above about 50%, passing the limit was not always enough; inconclusive = no clear call, values can overlap the other calls; inactive = below about 31%; also: some results filed as inactive read as strong as hits
KKLEB tox: counter-screen for CF NF-kB inhibitors: cytotoxicity; 360,000 compounds, 0.36% hits; AID 602141; activity change (cytotoxicity), % at 5 µM; KKLEB CF airway cells viability, ATPlite luminescence, overnight; hits give low values; cells stimulated with P. aeruginosa culture filtrate;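 active = corrected activity change at or below -50% at 5 µM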
HIF-2a inh: HIF-2a inhibition. 786-0 RCC cells HIF-2a reporter, luciferase luminescence, overnight. inhibition, % at 18.8 µM. 360,000 compounds, 0.72% hits. AID 624352;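 active = inhibition of the luminescence signal of 40% or more relative to plate controls, in a single-dose primary screen at 18.75 µM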
NR2E3 ag-2: human photoreceptor-specific nuclear receptor agonism; Q9Y5X4; CHO-S Gal4-NCOR/VP16-NR2E3 two-hybrid, luciferase; inhibition of corepressor binding, % at 3.98 µM; 360,000 compounds, 0.35% hits; AID 602229;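 active = inhibition above the mean of all tested compounds plus 3 SD, cut at about 70% in these data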;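 also: 0% = DMSO with NR2E3 transfected cells and 100% = cells lacking NR2E3 construct; higher means lower luciferase signal from less NR2E3 corepressor binding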
Peg3 prom inh: reduces Peg3 promoter-driven luciferase expression in HeLa. AID 588405. 360,000 compounds, 1.7% hits. inhibition, % at 20 µM. HeLa PEG-Prom luciferase reporter, luminescence, overnight;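 active = inhibition of at least 50% at 20 µM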
Active calls of the source: *; ? = inconclusive; . = not tested or not shown.

Every second line gives: NR2E3 ag-1	TRPM1 prom inh	CF NFkB block	PDI turbidity	Shn3 inh set2	CaV13 ICDI inh	Vif imaging	KKLEB tox	HIF-2a inh	NR2E3 ag-2	Peg3 prom inh
- CCOC(=O)C1=NN(c2cccc(C)c2)C2(S1)SC(C(C)=O)=C(C)N2c1ccccc1 (stereo unspecified)
    2.4	5.7	-0.7	0.4	-10.1	-5.1	-2.4	1.7	-15.5	-29.7	-2.8
- CCOC(=O)c1oc2cccc(O)c2c1CN(Cc1ccccc1)C(C)=O
    0.3	10.5	0.6	51.8*	14.0	-3.2	-10.4	1.6	7.4	-0.7	-2.5
- Cc1oc(-c2ccc(Cl)cc2)nc1CS(=O)CC(=O)NCc1ccco1 (stereo unspecified)
    3.4	-3.3	-12.1	12.0	2.8	-5.3	1.4	1.6	6.7	-3.9	27.8
- O=C(CN(C(=O)CSc1nc2ccccc2o1)c1cccc(F)c1)NC1CCCCC1
    -0.9	-8.9	-3.2	5.6	4.6	.	-4.6	8.5	19.7	-3.2	21.4
- CCOC(=O)C1CCCN(CCC(=O)Nc2cccc(F)c2)C1 (stereo unspecified)
    -1.0	-1.8	12.2	-56.5	-10.5	-9.0	27.5	9.0	18.6	9.3	6.8
- COc1cccc(-c2cnc3c(NC(C)=O)cc(-c4ccc(C(=O)N5CCOCC5)cc4)cn23)c1
    .	.	12.3	-5.9	7.0	-8.8	.	-17.7	18.6	-15.9	30.9
- COc1cc2cc3c(N)c(C(=O)Nc4sc(C)c(C)c4C#N)sc3nc2cc1OC
    18.8	1.6	89.4*	3.8	45.5	-18.0	-7.4	-99.5*	-5.5	-19.2	25.2
- CCC1Oc2ccccc2N(Cc2ccccc2C)C1=O (stereo unspecified)
    -3.4	-5.5	8.1	-2.3	-10.8	-7.8	-3.9	0.6	11.6	13.1	18.4
- O=C(NCCOc1ccccc1)C1CCC(=O)N(Cc2ccc(Cl)cc2)C1 (stereo unspecified)
    3.2	-3.9	4.6	1.3	1.6	-2.1	-9.2	5.7	-10.5	-3.8	3.8
- O=C(NC(=S)Nc1ccccc1N1CCCC1)c1ccc(F)cc1
    0.1	11.4	13.2	2.1	9.2	-6.6	-10.2	-8.6	-17.6	-2.1	13.2
- OCCC1CN(CCCc2ccccc2)CCN1Cc1ccccc1 (stereo unspecified)
    2.8	-6.2	2.4	-2.4	8.1	-1.9	-2.4	-1.5	14.3	-18.9	2.5
- CC(=O)c1ccc(OCCCC(=O)Nc2cccc(S(=O)(=O)N3CCCCCC3)c2)cc1
    .	-1.3	-23.0	-1.3	3.0	-6.6	-7.9	0.5	14.2	-26.6	25.4
- CCCCc1ccc(NC(=S)N2CCN(C(=O)OCC)CC2)cc1
    5.0	3.0	9.8	-6.1	7.3	-4.1	-5.8	-5.7	8.8	17.4	8.9
- Cc1ccc(Cn2nnc3c(=O)[nH]c(C4CCN(S(=O)(=O)c5ccc(C)cc5)CC4)nc32)cc1
    2.9	6.3	0.7	3.0	7.0	-8.0	2.4	1.2	6.3	41.0	23.3
- COc1ccc(NS(=O)(=O)c2ccc(C(=O)OC(C)C(=O)N3CCOCC3)cc2)cc1 (stereo unspecified)
    -0.6	20.3	-10.2	4.1	-13.6	-6.2	3.7	-7.7	20.1	-11.4	8.6
- CCC(=O)c1cn(CC(=O)Nc2cccc(C)c2C)c2ccccc12
    4.9	15.9	-3.1	-0.4	84.2	-4.3	-8.6	2.4	23.2	11.8	4.8
- Cc1cc(C)c2[nH]c(=O)c(CN(Cc3ccc4c(c3)OCO4)Cc3nnnn3C3CCCC3)cc2c1
    -0.2	6.5	13.4	-4.5	18.4	-8.1	10.7	-4.6	15.9	-28.6	26.6
- CCn1cc(/C=C(\NC(=O)c2cc(OC)c(OC)c(OC)c2)C(=O)NCCN2CCOCC2)c2ccccc21
    -1.2	-9.3	-1.9	-5.3	3.3	-3.5	4.0	3.0	4.9	-23.4	4.3
- Cn1ccc(C(=O)N2CCCc3ccccc32)n1
    1.1	8.9	-0.3	-4.3	-0.8	.	5.7	-13.3	-1.8	10.8	7.9
- CSCc1ccc(C(=O)NCC(c2cccs2)N2CCOCC2)cc1 (stereo unspecified)
    0.0	2.7	18.5	1.1	-10.9	-14.7	-12.2	-36.5	-14.1	0.9	-3.7
- CS(=O)Cc1cc(Sc2ccccc2)nc(-c2cccnc2)n1 (stereo unspecified)
    4.9	2.9	-16.0	12.3	-0.8	-3.3	-1.6	4.4	20.6	-17.9	9.6
- N#Cc1c2n(c3c(=O)n(Cc4ccc(Cl)cc4)cnc13)CCCC2
    -2.2	6.7	4.4	3.0	15.9	-5.3	1.4	-6.9	6.2	-12.6	10.6
- Cc1cc(NC(=O)CCn2c(=O)sc3ccccc32)no1
    0.6	-5.0	-9.6	2.6	-6.5	-4.6	.	11.9	-10.0	-17.4	-12.5
- C=CCOC(=O)C1=C(C)NC(SCC(=O)Nc2ccc(C)c(Cl)c2)=C(C#N)C1c1ccco1 (stereo unspecified)
    3.8	1.9	19.2	1.1	19.0	-5.6	-4.5	-6.7	4.5	-24.3	27.1
- CS(=O)(=O)c1ccc(C(=O)Nc2ccc(N3CCOCC3)cc2)c(Cl)c1
    3.1	2.7	-5.6	-2.6	-12.1	-6.0	-10.3	-1.4	2.5	-21.1	1.4
- CCc1ccc(CN(C)C(=O)c2cc(COc3cccc(C(F)(F)F)c3)on2)nc1
    2.4	-5.8	6.1	-13.0	5.7	-5.0	-5.8	-6.3	-58.0	-18.5	-27.5
- CCOc1cc(/C=N/NC(=O)c2ccc(NC(=O)C3CC3)cc2)ccc1O
    1.1	-12.0	12.1	6.2	21.1	0.6	-4.7	-3.6	12.9	6.8	12.8
- COc1ccccc1C(=O)Nc1cc(C)on1
    0.8	-50.1	-17.6	6.9	-68.4	-5.3	-3.2	18.7	-157.7	-82.6	-111.6
- COc1ccc(S(=O)(=O)N2CCC(C(=O)N3CCCCCC3)CC2)cc1
    1.7	4.6	18.0	-11.0	2.7	.	1.8	-20.1	9.8	-29.3	11.0
- CC(CC(=O)Nc1cc([N+](=O)[O-])ccc1Cl)c1ccccc1 (stereo unspecified)
    3.0	-6.3	-17.8	-16.0	-12.1	0.5	-3.3	9.6	14.1	-6.7	9.8
- COc1cc(OC)cc(C(=O)NC(=S)NCc2ccco2)c1
    0.7	-1.5	-16.1	-6.9	7.9	-3.4	-2.3	5.3	8.2	0.5	4.6
- CN(CC(=O)Nc1c(Cl)cccc1Cl)C(=O)c1cc(-c2cccs2)nn1-c1ccccc1
    -3.4	-0.7	-16.5	-10.2	10.5	-6.7	-13.5	-6.4	1.5	4.8	21.9
- O=C(NCc1ccc2c(c1)OCO2)C1COc2ccccc2O1 (stereo unspecified)
    0.2	-9.8	2.6	-3.9	23.4	-5.1	1.4	4.8	-147.0	-62.2	-82.6
- O=C(NCCOC(=O)C1COc2ccccc2O1)C1COc2ccccc2O1 (stereo unspecified)
    -3.8	7.7	9.0	2.2	-6.9	-5.2	5.0	-4.7	17.8	5.0	10.6
- COc1cccc(C(=O)N2CCN(Cc3ccc(OC)cc3OC)CC2)c1
    -0.1	1.5	7.7	-3.8	2.4	-1.7	-1.5	-2.2	5.4	-28.6	9.4
- CCOC(=O)c1[nH]c(C)c(/C(O)=C2\C(=O)C(=O)N(CCN(C)C)C2c2ccco2)c1C (stereo unspecified)
    6.1	1.9	0.6	8.2	-18.2	.	-1.8	5.4	29.8	-26.2	3.6
- CCOC(=O)N1CCC(NC(=O)CSCc2nc(-c3sccc3C)oc2C)CC1
    -1.2	11.9	-6.1	.	5.9	.	-3.8	7.3	-8.6	-5.5	25.0
- CCOC(=O)C1CCN(S(=O)(=O)c2ccc3c(c2)NC(=O)C(C)S3)CC1 (stereo unspecified)
    1.4	7.7	5.8	4.3	51.4	-2.9	-5.6	2.7	3.4	1.1	-2.5
- O=C1c2ccccc2CN1CCSC(=S)N1CCOCC1
    0.6	-57.9	13.5	-17.5	-17.9	-5.1	4.9	-0.5	-173.5	-95.3	-204.5
- Nc1nonc1-n1nnc(C(=O)N/N=C/c2cccnc2)c1-c1cccs1
    0.1	0.0	-9.8	-1.9	-1.6	-14.6	-19.3	8.0	7.7	-35.9	8.4
- N#Cc1ccc(OCC(=O)NNC(=O)C2CCCCC2)cc1
    .	-3.7	-8.3	-0.3	-5.0	-14.7	14.8	1.1	9.8	-14.2	-5.7
- COCCNC(=O)C(c1ccc(F)cc1)N(Cc1ccco1)C(=O)CCC(=O)Nc1nccs1 (stereo unspecified)
    -5.4	1.5	-2.8	-9.1	-0.2	.	?	3.5	25.0	8.3	14.5
- COC(=O)c1ccccc1NC(=O)CCCn1nc([N+](=O)[O-])c(Br)c1C
    4.4	10.5	-11.5	0.2	-8.1	-6.0	4.8	-0.4	5.4	7.2	4.0
- Cc1cc(Cl)ccc1C(O)c1ncc(-c2cccc3ccccc23)[nH]1 (stereo unspecified)
    .	.	-22.8	-5.9	-2.6	-4.7	-0.3	-3.7	10.6	5.7	19.2
- COC(=O)CC1COc2ccccc2N1C(=O)c1cccc(Cl)c1 (stereo unspecified)
    -0.6	4.2	5.3	2.6	-8.2	-4.5	0.1	-18.8	10.9	6.8	12.8
- O=C(NCc1csc(-c2cccs2)n1)c1ccccc1
    0.0	-28.9	-8.0	11.6	-25.2	-4.4	-10.0	9.5	-136.7	-1.5	-57.1
- Cc1nn(-c2nc3ccccc3s2)c(N)c1-c1ccccc1
    2.6	-76.6	-31.7	-0.6	-52.1	-8.8	-3.3	4.8	-422.6	-179.1	-364.9
- O=C(NC[C@H]1CCCO1)c1cccc2c1C(=O)c1ccc(-c3ccc(F)cc3OCc3ccccc3)cc1S2(=O)=O
    .	-4.9	-33.1	0.0	2.6	-9.1	-3.8	12.6	-0.2	36.8	44.2
- O=C(COc1cccc(-n2cnnn2)c1)N1CCOCC1
    -4.4	2.3	4.4	16.2	3.9	-6.2	-5.6	-7.3	17.4	13.9	9.6
- CCOc1ccc(/C=C/C(=O)Nc2ccc(OC)cc2[N+](=O)[O-])cc1
    2.4	-7.7	-35.4	-3.5	-13.1	-9.8	-3.7	-2.9	-18.4	-45.7	-18.6
